GALR2 blocker: GALR2 (human) receptor antagonism. O43603. GALR2-expressing cells, antagonist mode. inhibition, % at 4 µM. 140,000 compounds, 0.39% hits; in the data active = inhibition above about 27%;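 also: cells stimulated with galanin 1-16 at roughly its EC80; 0% = agonist challenge control and 100% = basal control without agonist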
Target sequence (O43603 whole entry, looked up): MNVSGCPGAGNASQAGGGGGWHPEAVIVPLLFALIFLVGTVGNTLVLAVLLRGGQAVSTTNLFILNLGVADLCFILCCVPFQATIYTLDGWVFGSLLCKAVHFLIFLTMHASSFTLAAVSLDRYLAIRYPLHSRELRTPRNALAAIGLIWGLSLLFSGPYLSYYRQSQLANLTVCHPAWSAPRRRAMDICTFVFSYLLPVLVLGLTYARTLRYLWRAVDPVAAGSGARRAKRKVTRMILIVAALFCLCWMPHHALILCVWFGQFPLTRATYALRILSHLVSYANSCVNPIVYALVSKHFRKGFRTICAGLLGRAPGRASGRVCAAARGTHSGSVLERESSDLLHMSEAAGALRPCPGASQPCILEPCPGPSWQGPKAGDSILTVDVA
MRP1 act: activators of MRP-1. H69AR cells + doxorubicin, viability rescue, CellTiter-Glo. viability increase, % at 10 µM. 140,000 compounds, 0.61% hits. AID 799;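 active = viability gain under doxorubicin at or above a set limit, the compound median plus 3 SD, cut at about 4.7% in these data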;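 also: MRP-1 overexpressing cells given doxorubicin 25 µM after compound pretreatment; 18-22 h compound pretreatment then 72 h with doxorubicin before readout; 0% = doxorubicin-only wells and 100% = vehicle-treated cells without doxorubicin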
Yeast growth inh: reduces growth of yeast BB579 in restrictive medium; AID 804; inhibition, % at 10 µM; S. cerevisiae BB579 growth, OD615, 48 h; 140,000 compounds, 0.51% hits;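 active = inhibition above a set limit, 3 SD over the mean compound inhibition, cut at about 44% in these data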; also: inactives centre near -24
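System: DeaD yeast strain BB579; buffer or medium: CSMM-D dextrose restrictive medium; technique: OD at 615 nm; schedule: 4 h cell preincubation, 48 h compound exposure, 30 °C humidified; doses: single 10 µM dose; controls: amphotericin B 10 µg/mL, positive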
bCat KO growth: beta-catenin-lacking colon tumor cell growth suppression; viability, % at 10 µM; 140,000 compounds, 1.5% hits; HCT116 beta-catenin knockout viability, CellTiter-Glo, 60 h; stronger effect = lower value; AID 818;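 active = viability at or under a set limit, the compound median less 4 SD, cut at about 6% in these data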;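 also: 0% = Hyamine 1622 control at 20 µM and 100% = untreated cell control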
NPY Y2 blocker: NPY-Y2 (human) receptor antagonism | P49146 | inhibition, % at 2.7 µM | 140,000 compounds, 0.99% hits | NPY-Y2 expressing cells, antagonist mode; in the data active = inhibition above about 17%;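 also: 0% = vehicle with agonist challenge and 100% = reference antagonist with challenge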
Target sequence (P49146 whole entry, looked up): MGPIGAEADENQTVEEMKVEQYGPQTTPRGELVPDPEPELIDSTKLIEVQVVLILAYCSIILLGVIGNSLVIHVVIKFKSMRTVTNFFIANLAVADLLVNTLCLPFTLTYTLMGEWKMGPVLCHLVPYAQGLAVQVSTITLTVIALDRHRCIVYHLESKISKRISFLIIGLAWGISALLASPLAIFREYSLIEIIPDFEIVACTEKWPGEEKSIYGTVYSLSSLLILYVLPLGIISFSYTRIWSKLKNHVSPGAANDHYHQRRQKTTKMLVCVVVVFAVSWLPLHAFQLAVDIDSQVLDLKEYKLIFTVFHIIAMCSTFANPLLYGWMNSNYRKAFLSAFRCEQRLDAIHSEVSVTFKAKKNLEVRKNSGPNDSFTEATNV
PTEN del growth: suppresses growth of cells with PTEN deletion. HCT116 PTEN-null viability, CellTiter-Glo, 60 h; stronger effect = lower value. viability, % at 10 µM. 140,000 compounds, 1.2% hits;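 active = viability at or below a set limit, 4 SD under the median of all tested compounds, cut at about 3.7% in these data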;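 also: PTEN knockout HCT116 line with beta catenin targeted HCT116 as companion control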
E-sel TNF inh: TNF alpha driven E-selectin expression inhibition. inhibition, % at 2 µM. 120,000 compounds, 0.71% hits. AID 1246. HUVEC TNFa-induced E-selectin immunofluorescence, high content;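 active = inhibition above the batch mean plus 3 SD, and confirmed as a hit on visual image review, cut at about 43% in these data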;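 also: 0% = TNF-stimulated DMSO wells and 100% = unstimulated control wells; not every result past the cut was called active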
Phagocytosis inh: blocks phagocytosis by macrophages; J774A.1 macrophage IgG-bead phagocytosis, imaging; inhibition, % at 5 µM; 110,000 compounds, 0.07% hits; AID 1029;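 active = inhibition above the mean of the plate negative controls plus 5 SD, cut at about 13% in these data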;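 also: phagocytic index as fraction of beads internalized from green versus red external bead signal; plate controls were DMSO negative control for no effect and cytochalasin-D positive control for full effect; some results beyond the cut were filed as inactive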
Yeast life ext: yeast lifespan extension; S. cerevisiae growth with nicotinamide, OD615; deaD strain in restrictive glucose medium; inhibition of the nicotinamide effect, % at 10 µM; 130,000 compounds, 0.68% hits; AID 775;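 active = inhibition above a set limit, placed 3 SD over the median of all compounds, cut at about 26% in these data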;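 also: 0% = nicotinamide-treated wells and 100% = cells grown without nicotinamide; some compounds called inactive have numbers as strong as hits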
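System: DeaD-strain S. cerevisiae / Buffer or medium: CSMM-D, restrictive glucose (dextrose) synthetic minimal medium / Probe or stimulus: nicotinamide, 1.5 mM, co-present with compound / Compound: one concentration, 10 µM, DMSO 0.25% / Incubation: 48 h compound exposure at 30 °C, humidified / Technique: optical density (absorbance) at 615 nm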
Measles CPE: protection of cells from measles virus | Measles virus-infected cells, CPE protection, absorbance | protection (pct of control), % at 4 µM | 140,000 compounds, 1.5% hits | AID 841; in the data active = protection mostly above about 24%, no sharp cut-off; inactive = mostly below about 26%; also: some compounds called inactive have numbers as strong as hits
Starred values were filed as active, the others as inactive; nt = no result given; & = joins results of further samples.

Start of the listing, in advance (three entries):
item	smiles	GALR2 blocker	MRP1 act	Yeast growth inh	bCat KO growth	NPY Y2 blocker	PTEN del growth	E-sel TNF inh	Phagocytosis inh	Yeast life ext	Measles CPE
1	CCOC(=O)Cn1nc(-c2ccccc2)c2ccccc2c1=O	1	-1.7	8	92	3	89	8	-2	-3	3
2	CCOc1ccc(NC(=O)CSc2nnc(C)n2CCCOC)cc1	9	-0.7	-60	86	-4	95	44	-1	3	4
3	COc1ccccc1NC(=O)c1ccc(-c2ccc(Br)cc2)o1	-8	-1.9	-56	53	21*	45	6	2	-6	5

Main list, previewed entries included:
item	smiles	GALR2 blocker	MRP1 act	Yeast growth inh	bCat KO growth	NPY Y2 blocker	PTEN del growth	E-sel TNF inh	Phagocytosis inh	Yeast life ext	Measles CPE
1	CCOC(=O)Cn1nc(-c2ccccc2)c2ccccc2c1=O	1	-1.7	8	92	3	89	8	-2	-3	3
2	CCOc1ccc(NC(=O)CSc2nnc(C)n2CCCOC)cc1	9	-0.7	-60	86	-4	95	44	-1	3	4
3	COc1ccccc1NC(=O)c1ccc(-c2ccc(Br)cc2)o1	-8	-1.9	-56	53	21*	45	6	2	-6	5
4	COc1cc(NC(=O)c2cc3c(=O)n(C)c4ccccc4c3n2C)cc(OC)c1OC	-6	-1.4	-1	93	3	100	1	-1	-2	9
5	CN(CC(=O)N1CC(=O)N(CCc2ccccc2)C(=O)C1)S(=O)(=O)c1cccc2nsnc12	-5	0.1	-61	104	2	96	-11	-1	-6	5
6	CCC(C)(C(=O)NC1CCCC1)N(C(=O)CNC(C)=O)c1ccc(C)cc1 (centres undefined)	0	0.2	-27	103	2	114	-27	-3	1	13
7	O=C(CC1SCCNC1=O)Nc1cccc(C(F)(F)F)c1 (centres undefined)	-1	-1.1	-13	97	2	89	-15	-2	-3	30
8	CCC(C)(C)n1nnnc1C(c1cc2cc3c(cc2[nH]c1=O)OCO3)N1CCCCC1 (centres undefined)	-1	-1.6	-24	91	1	89	-4	nt	-9	9
9	Cc1cc2nn(-c3ccccc3)nc2cc1NC(=O)c1cccs1	-5	-3.1	-18	88	1	80	-20	0	-11	1
10	COc1ccc2c(c1)[nH]c(=O)c1sc3ccccc3c12	5	-2.7	-3	5.1*	0	9	-60	nt	-13	6
11	CCN(CC)S(=O)(=O)c1cccc(C(=O)N[C@H](C(=O)Nc2nc3ccc(F)cc3s2)C(C)C)c1	-2	1.7	-24	44	0	29	nt	-11	2	1
12	CC1CC(C)CN(C(=O)c2ccc(N3CC4CC(C3)c3cccc(=O)n3C4)c([N+](=O)[O-])c2)C1 (centres undefined)	0	-1.6	-19	87	3	97	-5	-2	-2	22
13	Cc1nc2c(C(=O)N3CCCCC3)cnn2c(C)c1Cc1ccccc1F	5	-1.0	-29	90	2	84	14	0	-11	12
14	CCOc1ccc(C(=O)Nc2cc(S(=O)(=O)Nc3ccccc3Cl)ccc2N2CCOCC2)cc1	-1	-4.5	-22	80	3	84	32	0	-1	4
15	Cc1cc(C(F)F)n2nc(C(=O)Nc3sc4c(c3C#N)CCC(C)C4)nc2n1 (centres undefined)	1	0.1	-29	105	1	94	-17	nt	-20	4
16	CCCN(CC1CC1)C(=O)CSc1ncnc2sc(C)c(C)c12	-11	-2.1	-26	75	6	66	-3	1	-4	10
17	Cn1cnnc1SCC(=O)c1ccc2c(c1)OCO2	-5	-1.2	-5	103	2	95	-15	-1	-3	9
18	CCOC(=O)C1CCN(C(=O)c2ccccc2NC(=O)c2ccc(Cl)cc2)CC1	2	-2.4	-20	88	2	102	-5	-2	-1	12
19	CC1CCCCN1C(=O)Cn1nnc(-c2cccnc2)n1 (centres undefined)	3	0.0	-22	99	1	91	-20	nt	-3	21
20	O=c1cc(CNc2cc(C(F)(F)F)cc(C(F)(F)F)c2)nc2sccn12	11	-4.0	-15	56	4	66	0	-6	-3	1
21	c1ccc(Cn2nnnc2C(c2cccnc2)N2CCN(C3CCCCC3)CC2)cc1 (centres undefined)	11	-1.4	-51	85	10	89	38	1	-4	9
22	Oc1cccc(C(=S)N2CCN(Cc3ccccc3)CC2)c1	0	-1.8	-34	104	0	106	nt	-1	-17	4
23	CSC1=NCCN1C(=O)c1ccc(S(=O)(=O)N2CCCC2)cc1	-2	-1.8	-13	90	3	100	-14	1	-3	11
24	CCOC(=O)c1cc(C(=O)NCc2ccc(Cl)cc2Cl)nn1C	-2	0.8	2	98	6	102	nt	-1	-2	23
25	COc1ccc(OC)c(NC(=O)C2CCCCC2)c1	10	-1.9	-31	96	0	99	nt	1	-5	5
26	CC(=O)N1CCc2cc(S(=O)(=O)CCC(=O)NCc3ccc4c(c3)OCO4)ccc21	-8	0.0	-16	96	2	96	-5	nt	-6	23
27	Cc1cc(=O)[nH]c(SCC(=O)c2ccc(C(C)C)cc2)n1	12	0.1	-4	93	6	97	-11	-3	15	2
28	O=C(Nc1ccccc1)N(Cc1ccccc1)Cc1ccccc1	-3	-2.2	-31	109	2	93	-5	-2	-3	10
29	CC1=C(SCCC#N)S/C(=C2\SC(C)=C(SCCC#N)S2)S1	-2	-1.8	29	86	-2	80	-23	-1	-11	2
30	COc1ccc(C(Nc2ccccn2)c2c(NC(=O)c3ccco3)sc(C)c2C)cc1OC (centres undefined)	-1	-0.3	-8	84	5	93	nt	-10	-3	2
31	Cc1cc(C)c(NC(=O)COc2ccccc2C(=O)Nc2ccc3c(c2)oc2ccccc23)c(C)c1	-9	-1.7	-32	67	0	48	16	-1	-7	13
32	Cc1c(N(C(=O)c2cc(=O)[nH]c3ccccc23)C(C)C)c(=O)n(-c2ccccc2)n1C	4	-0.5	-73	99	1	115	-22	0	8	15
33	Cc1cc(-c2ccccc2)c2c(=O)[nH][nH]c2n1	10	0.6	29	93	2	99	nt	-4	7	16
34	COc1ccc(-n2c(N)c(C(=O)NCc3ccco3)sc2=S)cc1	15	-3.2	-41	96	-1	95	-9	nt	-16	4
35	COc1ccccc1CN(C)C(=O)C1COc2ccccc2O1 (centres undefined)	6	-1.1	-29	93	-2	99	-25	-2	-3	7
36	COC(=O)c1ccccc1NC(=S)NC(=O)c1ccccc1F	-6	0.7	-32	86	2	95	nt	-2	-4	4
37	O=C(NCc1cccs1)c1ccccc1[N+](=O)[O-]	-1	1.0	-13	100	-3	101	nt	-5	4	26
38	CCCSc1nnc(CNC(=O)C23CC4CC(CC(C4)C2)C3)n1Cc1ccccc1	2	-2.1	6	107	3	101	2	1	-4	12
39	O=[N+]([O-])c1cc(/C=N/Nc2nc(N3CCCCC3)nc(N3CCCCC3)n2)ccc1O	4	1.1	-12	104	1	104	nt	-5	-5	31
40	CN(C)C(=O)N1CCC(C(=O)NCc2ccccc2)CC1	-1	0.1	-29	88	1	110	-37	-1	-3	19
41	CC(=O)c1ccc(NC(=O)CSc2nnc(NC(=O)CN3CCOCC3)s2)cc1	-4	-0.3	-37	96	0	106	-47	-3	2	25
42	O=C(CSc1nnc(-c2ccc(F)cc2)c2ccccc12)Nc1cccc(Cl)c1	13	-5.0	-26	69	1	68	19	-6	-2	12
43	CCOC(=O)c1c(C)n(C)c2c(C)cc(O)c(OC(=O)CC)c12	-6	-1.7	-13	91	-2	94	nt	-1	1	6
44	OC1(c2ccccc2)CN(c2ccccc2)C2=[N+]1CCS2 (centres undefined)	-6	-2.1	-16	88	2	83	35	-5	17	8
45	CCC(C)NC(=O)CCCc1ccccc1 (centres undefined)	-12	-0.4	-81	100	1	113	-8	nt	8	9
46	COC(=O)c1ccc(Cl)c(NC(=O)CN2CCN(C)CC2)c1	-9	-2.4	12	101	-1	96	-3	-2	-6	10
47	O=C(Cc1ccccc1)Nc1ccc(Br)c(Cl)c1	5	-2.1	-11	81	2	95	nt	10	-6	2
48	CCCc1[nH]nc2c1C(c1cn[nH]c1-c1ccc(F)cc1)C(C#N)=C(N)O2 (centres undefined)	-14	-5.4	-8	69	2	61	nt	2	2	8
49	O=C1C(N2CCOCC2)=C(n2nnc3ccccc32)C(=O)c2ccccc21	-2	-2.6	20	2.0*	-3	2.1*	-12	0	0	7
50	Cn1c(SCC(=O)Nc2sccc2C#N)nnc1-c1ccccc1	-2	-1.5	-39	99	-2	99&103	0	0	-11	7
51	O=C(CSc1nnc(-c2ccccc2)c(-c2ccccc2)n1)N1CCOCC1	-20	-0.7	-63	95	3	109	1	0	-5	4
52	CCC(C)Sc1cc(C)c(C#N)c2nc3ccccc3n12 (centres undefined)	-3	-3.9	-18	82	9	87	nt	0	1	23
53	COc1ccc(NS(=O)(=O)c2cc(OCC(N)=O)c(C)cc2Cl)cc1	10	-1.4	-1	93	2	96	10	-2	-6	6
54	Cn1c(=O)c2c3c(sc2n2cnnc12)CCC3	-8	-1.7	-40	102	5	95	1	0	-23	5
55	CC(=O)c1ccc(Oc2cc(C)nc(-n3nc(C)cc3C)n2)cc1	15	-4.3	-3	16	4	15	-14	4	-21	4
56	CC(C)CC(NC(=O)C1CCC(C)CC1)C(=O)NCc1ccccn1 (centres undefined)	3	0.0	-6	91	3	83	-33	0	-3	2
57	COc1ccc(-c2nc3ccccc3c(=O)n2CCOc2c(C)cccc2C)cc1	-9	2.1	-53	75	2	80	nt	-1	13	4
58	Cc1cc([N+](=O)[O-])ccc1NC(=S)NC(=O)Cc1ccccc1	-6	-3.3	-33	95	4	96	nt	0	-10	6
59	O=C(Nc1cccc(Cl)c1)c1ccc(F)c(S(=O)(=O)N2CCN(c3ccccn3)CC2)c1	-6	-0.8	-32	72	0	61	1	-4	-1	6
60	Cc1cc(C)cc(NC(=S)Nc2ccc3cn[nH]c3c2)c1	-5	-3.8	-21	102	-1	99	nt	-7	22	6

(list continues)
item	smiles	GALR2 blocker	MRP1 act	Yeast growth inh	bCat KO growth	NPY Y2 blocker	PTEN del growth	E-sel TNF inh	Phagocytosis inh	Yeast life ext	Measles CPE
61	CCOC(=O)C1CCN(c2ncnc3c2[nH]c2cccc(OC)c23)CC1	9	-3.2	-31	89	0	84	nt	0	-9	5
62	COc1ccc(C(=O)Nc2nc(N)n(-c3ccccc3)n2)cc1	-7	-0.5	-42	81	0	79	-5	-2	9	4
63	CCOC(=O)CCc1c(C)c2ccc(OCC(=O)OC(C)C)cc2oc1=O	-1	-0.6	-46	86	4	94	nt	-1	-7	3
64	COc1cc(C(=O)NC2=NCCS2)ccc1OCc1c(C)noc1C	-5	-4.1	-23	84	-1	86	10	0	nt	13
65	COc1ccc(-n2cnc3sc(-c4ccccc4)cc3c2=O)cc1	0	-3.6	-41	97	7	85	-43	nt	-10	8
66	CCC1=NN(C(=O)CCc2ccccc2O)C(O)(C(F)(F)F)C1 (centres undefined)	-6	0.4	10	98	3	110	nt	nt	-4	6
67	Cc1cc(C)c2c(N)c(C(=O)NC3CC3)sc2n1	8	1.4	2	104	0	111	2	nt	-24	13

High-throughput results deposited in PubChem by several laboratories.
